Source: PubChem (National Center for Advancing Translational Sciences (NCATS))
p53null 32C tox = selectivity test: cytotoxicity in p53 null cells, permissive temperature. H1299-neo p53 null cells, ATP luminescence, 24 h, 32C. Potency, µM (highest dose often 46.1 µM), for inactives: top-dose activity change, negative = cytotoxicity, actives largely listed as cytotoxic. 55,000 tested, 0.62% active;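 further: potency means the concentration at half of the fitted maximal effect; 0% = DMSO only and -100% = full killing by 100 µM tamoxifen; nearly all actives have a fitted effect of over 55% in size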
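Overnight 37C seeding (600 cells/well) of H1299-neo preceded a 24 hr, 32C exposure to compounds up to 46 uM. ATP levels, read by luminescence after 20 min at RT, indicated surviving cells.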
FH mod = Identification of activators of human fumarate hydratase by quantitative high-throughput screening | Potency, µM (doses to about 79.9 µM), for the others: at the highest dose activity change, negative = inhibition, most hits filed as inhibitors | 54,000 tested, 0.22% active | AID 1347055, 2019 | FH coupled MDH/diaphorase resazurin fluorescence, 15 min | Fumarate hydratase, mitochondrial (Homo sapiens), P07954; further: potency means the concentration at half of the fitted maximal effect; on the % scale 0 is the no-effect control and ±100 the full control effect; the screen sought activators but most active calls are inhibition curves; nearly all actives have a fitted effect of over 45% in size
GALK inh = inhibits human galactokinase | recombinant GALK, Kinase-Glo ATP luminescence, 1 h | Potency, µM (doses to about 57.5 µM), inactives show top-dose activity, negative = inhibition, usual class: inhibitors | 44,000 tested, under 10 active | AID 1347072;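 further: plate controls were full GALK reaction for no effect and reaction lacking GALK for full effect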
Target sequence (P51570 whole entry, looked up): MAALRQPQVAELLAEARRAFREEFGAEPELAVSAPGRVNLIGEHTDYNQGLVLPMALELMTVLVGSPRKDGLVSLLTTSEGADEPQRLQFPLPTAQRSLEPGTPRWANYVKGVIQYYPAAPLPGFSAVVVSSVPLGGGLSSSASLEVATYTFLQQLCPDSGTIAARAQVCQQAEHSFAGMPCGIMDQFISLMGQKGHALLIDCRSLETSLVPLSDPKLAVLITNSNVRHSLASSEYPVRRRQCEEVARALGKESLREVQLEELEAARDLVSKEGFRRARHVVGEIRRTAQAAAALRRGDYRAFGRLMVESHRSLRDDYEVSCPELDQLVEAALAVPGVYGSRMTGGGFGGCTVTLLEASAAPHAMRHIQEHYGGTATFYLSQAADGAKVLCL
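Compounds were pinned into ATP buffer, then GALK-galactose mix was added (final 5 nM enzyme, 35 uM ATP, 100 uM galactose, pH 8.0). After 1 h at room temperature, Kinase-Glo Plus was added and luminescence read.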
NTMT1 inhibitor = blocks human N-terminal methyltransferase 1 activity. Q9BV86. NTMT1 MTase-Glo SAH luminescence, purified enzyme. Potency, µM (highest dose often 114 µM), for inactives: top-dose activity change, negative = inhibition, hits mostly inhibitors. 59,000 tested, 2.5% active. AID 1645870;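 further: potency means the concentration at half of the fitted maximal effect; plate controls were DMSO vehicle for no effect and no enzyme for full effect; nearly all actives have a fitted effect of over 65% in size; many of its hits are not listed in these tables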
Target sequence (Q9BV86 whole entry, looked up): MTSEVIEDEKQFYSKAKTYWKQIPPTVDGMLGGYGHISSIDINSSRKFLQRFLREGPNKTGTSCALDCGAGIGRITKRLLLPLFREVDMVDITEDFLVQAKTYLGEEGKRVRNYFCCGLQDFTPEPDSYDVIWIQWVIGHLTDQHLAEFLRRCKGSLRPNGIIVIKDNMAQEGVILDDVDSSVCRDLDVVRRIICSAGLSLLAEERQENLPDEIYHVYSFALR
B2AR arrestin ag = ADRB2 beta-arrestin recruitment. HTLA Tango cells, beta-arrestin recruitment, luciferase luminescence, 18 h. Potency, µM (top dose mostly 46.1 µM), inactives show at the highest dose activation, usual class: activators. 44,000 tested, under 10 active. AID 1347077;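 further: potency means the concentration at half of the fitted maximal effect; 0% = DMSO and full agonism = EC100 isoproterenol or metaproterenol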
Target sequence (P07550 whole entry, looked up): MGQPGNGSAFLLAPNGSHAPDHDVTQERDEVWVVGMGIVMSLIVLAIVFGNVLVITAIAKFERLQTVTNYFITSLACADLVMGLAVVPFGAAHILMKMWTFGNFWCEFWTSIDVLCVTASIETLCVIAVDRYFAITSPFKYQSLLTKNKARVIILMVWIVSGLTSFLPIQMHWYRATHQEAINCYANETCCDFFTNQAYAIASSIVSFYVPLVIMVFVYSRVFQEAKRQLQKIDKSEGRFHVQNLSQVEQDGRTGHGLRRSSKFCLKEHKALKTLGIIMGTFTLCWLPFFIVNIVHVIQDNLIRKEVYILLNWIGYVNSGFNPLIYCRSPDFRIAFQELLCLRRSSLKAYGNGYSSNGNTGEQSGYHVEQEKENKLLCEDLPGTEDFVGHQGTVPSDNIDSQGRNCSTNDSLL
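Tango cell line, 1% FBS DMEM; cpd titration up to 46 microM; 18 hr, 37 degrees C, 5% CO2. Luciferin/ATP substrate mix added, 15 min RT, luminescence. %Activity, CRC fitting, curve-class categorization.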
p53null 39C tox = kills p53 null cells at the nonpermissive temperature; H1299 p53-null (neo) cells, 39C, ATPlite viability, 24 h; Potency, µM (doses to about 46.1 µM), inactives show at the top dose activity, negative = cell killing, actives largely listed as cytotoxic; 55,000 tested, 0.97% active;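 further: potency means the concentration at half of the fitted maximal effect; 0% = DMSO only and -100% = full killing by 100 µM tamoxifen; nearly all actives have a fitted effect of over 50% in size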
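ATP-luminescence viability readout (ATPlite, 20 min RT) after 24 hr compound treatment at 39C of H1299-neo or H1299-p53A138V cells; titration up to 46 uM; normalized to DMSO and 100 uM tamoxifen; Hill-fit AC50.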
PTAP-TSG101 blk = inhibitors of HIV-1 PTAP binding to human TSG101, validation | 44,000 tested, under 10 active | Fluorescence polarization, FITC-PTAP peptide/Tsg101, 20 min | Potency, µM (top dose mostly 115 µM), for the others: at the top dose activity change, negative = inhibition, hits mostly inhibitors | Q99816; further: potency means the concentration at half of the fitted maximal effect; 0% is about no effect
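The Tsg101 binding domain, at 10 uM final, is mixed with compound and a FITC peptide bearing the PTAP motif (50 nM final). After 20 min at r.t., polarization is measured; actives defined by CRC class, efficacy cut-off 60% inhibition.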
* hit, by the source's call; ? = inconclusive; / = no result given; [ ] = remark or other dose. The call rests on the fitted dose curve; in most records, active means well fitted curve in the direction sought with a large enough effect; inconclusive means small, poorly fitted or top-dose-only effect, or another doubt; inactive means no such curve, though single readings can be large; an effect the other way counts as inactive or inconclusive. These rows are one share of the data; the hit share may differ from the screen's.

SMILES | p53null 32C tox | FH mod | GALK inh | NTMT1 inhibitor | B2AR arrestin ag | p53null 39C tox | PTAP-TSG101 blk
COc1ccccc1CNC(=O)c1cc2c(s1)-c1ccccc1OC2 | 1% | ? | -12% | 18% | -2% | 14% | -1%
CCCCSc1nc(-c2cccc(OC)c2)nc2c1Cc1c(CO)cnc(C)c1O2 | 2% | -23% | -8% | -12% | -1% | -25% | 2%
CCN(CC)c1ccc(NC(=O)Cn2nc3c(cc2=O)CCCC3)c(C)c1 | -12% | 14% | 3% | ? | 0% | 2% | -5%
CCOC(=O)c1ccc(-n2c(CCC(=O)O)ccc2-c2ccccc2)cc1 | -19% | -5% | -1% | -7% | 2% | 25% | -5%
CCOC(=O)c1c(C)[nH]c(C)c1S(=O)(=O)N(C)CC(=O)N1CCN(c2cccc(Cl)c2)CC1 | 28% | -18% | 0% | -9% | -3% | 24% | 0%
Cc1cccc(N2CCN(CCNC(=O)Nc3ccc(Cl)cc3)CC2)c1C | ? | -21% | -7% | 11% | 0% | ? | 0%
CCCCN(CC)CCNC(=O)c1cn(C)c(=O)c2c1c1ccccc1n2C | 3% | -5% | 5% | ? | 1% | -17% | -8%
COc1ccc(CNc2nc(-c3ccc(Cl)cc3)nn2C(=O)c2ccccc2)cc1 | 3% | -13% | 2% | -2% | -1% | 8% | 0%
CCn1nc(C)c2c(-c3ccccc3)cc(=O)n(C(C)C(=O)NCCc3ccc(Cl)cc3)c21 (stereo unspecified) | 6% | ? | 0% | -14% | -1% | 16% | 1%
CCn1c(CN2CCC(C)CC2)nc2cc(NC(=O)c3ccc([N+](=O)[O-])cc3)ccc21 | -4% | 12% | -1% | 11% | -2% | 15% | 1%
CC(C)(C)OC(=O)N1CCC(c2nnc(SCc3cccc(Cl)c3)o2)CC1 | 3% | -10% | 0% | 5% | 1% | 2% | 2%
Cc1ccc(Cl)cc1N1CCN(C(=O)c2ccc3c(c2)CCN3S(=O)(=O)c2ccccc2)CC1 | 30% | -21% | -7% | 5% | -2% | 6% | 0%
CCCCN(C)C(=O)C(Cc1ccccc1)NS(=O)(=O)c1ccc2c(c1)c(=O)n(C)c(=O)n2C (stereo unspecified) | 3% | -6% | 1% | -16% | -2% | -12% | -5%
Cc1cccc(CNC(=O)CCCN2C(=O)c3cccnc3Oc3ccccc32)c1 | -5% | -4% | 5% | -2% | 1% | -5% | -5%
Cc1cccc(NC(=O)c2sc(-n3nc(C)c(CCC(C)C)c3C)nc2C)c1 | -9% | -7% | 0% | -3% | -4% | 8% | 3%
Cn1cc(S(=O)(=O)N2CCCCC2)cc1C(=O)NCc1ccc(Cl)cc1 | 8% | -9% | -1% | 12% | -1% | 6% | 0%
COc1ccc(S(=O)(=O)Nc2cc3c(cc2NCc2ccccc2)n(C)c(=O)n3C)cc1 | -20% | / | 2% | / | -2% | ? | -3%
CSc1ccc(CNC(=O)c2ccc(NC(=O)c3nsc4ccccc34)cc2)cc1 | ? | -10% | 2% | ? | ? | ? | 3%
CCOc1ccc(C(=O)Nc2cc3c(cc2N2CCCC2)n(C)c(=O)c(=O)n3C)cc1OCC | -2% | -21% | 0% | -16% | -2% | 15% | 2%
CCOC(=O)c1cc(S(=O)(=O)Nc2ccccc2)[nH]n1 | 6% | -7% | -3% | -1% | 0% | 5% | -1%
COC(=O)CC1Oc2ccc(Cl)cc2-n2cc(-c3ccc(F)cc3)nc21 (stereo unspecified) | / | -20% | 0% | 13% | -2% | / | 2%
Cn1c(=O)oc2cc(S(=O)(=O)NC(CC(=O)O)c3cccc(Br)c3)ccc21 (stereo unspecified) | 4% | 4% | 3% | 17% | 2% | 15% | 2%
COCCNC(=O)C(=O)Nc1c2c(nn1-c1ccccc1)CS(=O)(=O)C2 | -5% | -2% | 0% | 2% | -1% | 7% | -3%
COc1ccc(CC(=O)Nc2sc3c(c2C(=O)Nc2ccccc2)CCCCC3)cc1 | -8% | -2% | -2% | 1% | 0% | ? | -11%
CCCOC(=O)c1c(NC(=O)c2cc3ccccc3c(=O)o2)sc2c1CCC(C)C2 (stereo unspecified) | -2% | -16% | -2% | 4% | 0% | -12% | -11%

Next entries follow:
SMILES | p53null 32C tox | FH mod | GALK inh | NTMT1 inhibitor | B2AR arrestin ag | p53null 39C tox | PTAP-TSG101 blk
CCn1c(=O)cc(OCC(=O)Nc2ccc(C)c(F)c2)c2ccccc21 | 0% | 2% | 1% | 5% | 1% | -7% | -3%
CCc1ccccc1NC(=O)[C@H](Cc1ccccc1)N1Cc2ccccc2C1=O | -3% | -2% | 8% | -8% | 2% | -25% | -3%
NS(=O)(=O)c1ccc(NC(=O)C(=O)Nc2ccc3nc4n(c(=O)c3c2)CCCCC4)cc1 | 2% | 0% | 2% | -7% | -3% | -9% | -2%
Cc1ccc2nc3c(cc(C(=O)NC4CCCC4)c(=N)n3C(C)C)c(=O)n2c1 | -3% | -15% | 3% | 2% | 0% | 36%[activator] | -12%
COc1ccc(Br)cc1CNC(=O)c1cnc2sc(N3CCC(C)CC3)nn2c1=O | -7% | / | 1% | / | 0% | -13% | -8%
Cc1ccc(-c2nc3c4cnn(-c5cc(Cl)ccc5Cl)c4ncn3n2)cc1 | -1% | 6% | -1% | 2% | 1% | -5% | -1%
O=C(CCCCCn1c(=O)[nH]c2ccccc2c1=O)N1CCN(c2cccc(C(F)(F)F)c2)CC1 | 0% | -13% | 4% | 6% | -3% | -15% | -4%
CCCN(C(=O)c1cc2c(=O)oc3ccccc3c2s1)c1ccccc1C | 38%[activator] | ? | 5% | 2% | 5% | 43%[activator] | 1%
CCc1ccc(OCC(=O)NCC(c2ccc(Cl)cc2)N2CCOCC2)cc1 (stereo unspecified) | 9% | -10% | -7% | -4% | -3% | -4% | -9%
CCOc1ccccc1NC(=O)Cn1c(=O)n(-c2ccc(F)cc2)c(=O)c2sc3ccccc3c21 | ? | 10% | 6% | -17% | -2% | -12% | 3%
Cc1ccn2c(=O)cc(COc3ccc(NC(=O)C(C)(C)C)cc3)nc2c1 | -4% | -25% | -1% | -1% | -1% | 11% | -7%
CCOC(=O)c1ccc(NC(=O)c2oc3c(c2C)-c2nn(Cc4ccccc4Cl)cc2CC3)cc1 | 9% | ? | -3% | 8% | 0% | 1% | 0%
CCN(Cc1ccccc1)Cc1c(O)ccc2c(=O)c(-c3ccc(Cl)cc3Cl)coc12 | -6% | -8% | 0% | 2% | 1% | -2% | 1%
Cc1ccc2c(=O)cc(C(=O)Nc3c(C(=O)Nc4cccc(Cl)c4)oc4ccccc34)oc2c1 | -1% | 3% | -13% | 12% | -1% | 3% | 5%
COc1ccccc1Cc1nc2ccccc2nc1SCC(=O)NCc1ccc(C)cc1 | -1% | 9% | -1% | ? | -1% | -3% | -5%
COc1ccccc1NC(=O)Cn1nnc(C(=O)NCc2cccs2)c1N | 27% | -3% | 0% | 12% | -2% | 12% | 6%
Cc1oc(-c2ccc(Cl)cc2)nc1CS(=O)CC(=O)NCCc1ccccc1 (stereo unspecified) | -4% | -15% | 1% | 17% | -1% | 22% | 1%
CN1c2ccc(Cl)cc2-c2nc(SCC(=O)Nc3cc(F)ccc3F)ncc2S1(=O)=O | -8% | -11% | -2% | 14% | 0% | 1% | -1%
COc1cccc(NC(=O)Cn2c(=O)n(CCc3ccc(OC)c(OC)c3)c(=O)c3ccccc32)c1 | -4% | -17% | 1% | -8% | -2% | 1% | -6%
CCOc1ccc(CNC(=O)C2=Cc3cc(Br)ccc3OC2)cc1OC | 10% | ? | -3% | 7% | 0% | 4% | -5%
Cc1sc(-c2cc3c([nH]c2=O)CC(c2ccccc2)CC3=O)nc1-c1ccc(Cl)cc1 (stereo unspecified) | 34%[activator] | -6% | 2% | -1% | -2% | ? | 3%
Cc1ccc(CN(C(=O)COc2ccc([N+](=O)[O-])cc2)c2ccccn2)cc1 | -17% | ? | 5% | 8% | -4% | -13% | 0%
CCOC(=O)c1ccc(N2C(=O)c3n[nH]c(-c4ccco4)c3C2c2ccc(O)cc2)cc1 (stereo unspecified) | 27% | ? | 0% | 12% | 1% | 28% | 3%
Cc1ccccc1OCC(=O)Nc1ccc2nc(SCC(=O)N3CCCC3)sc2c1 | ? | -18% | ? | 2% | -4% | -16% | 7%
COc1cc(NC(=O)CCS(=O)(=O)c2nc(-c3cccs3)cc(C(F)(F)F)n2)cc(OC)c1OC | 25% | -13% | 4% | 16% | 1% | 8% | -8%

Some entries already given, reduced to PTAP-TSG101 blk.
structure | PTAP-TSG101 blk
Cc1ccc(-c2nc3c4cnn(-c5cc(Cl)ccc5Cl)c4ncn3n2)cc1 | -1%
O=C(CCCCCn1c(=O)[nH]c2ccccc2c1=O)N1CCN(c2cccc(C(F)(F)F)c2)CC1 | -4%
CCCN(C(=O)c1cc2c(=O)oc3ccccc3c2s1)c1ccccc1C | 1%
CCc1ccc(OCC(=O)NCC(c2ccc(Cl)cc2)N2CCOCC2)cc1 (stereo unspecified) | -9%
CCOc1ccccc1NC(=O)Cn1c(=O)n(-c2ccc(F)cc2)c(=O)c2sc3ccccc3c21 | 3%

Next section:
SMILES | p53null 32C tox | FH mod | GALK inh | NTMT1 inhibitor | B2AR arrestin ag | p53null 39C tox | PTAP-TSG101 blk
CCCCc1nn2c(=O)cc(COC(=O)C(C)Oc3ccccc3)nc2s1 (stereo unspecified) | -8% | -9% | 2% | 7% | 1% | -10% | 1%
Cc1cccc(Cn2cc(S(=O)(=O)c3ccc(Cl)cc3)c(=O)c3cc4c(cc32)OCO4)c1 | 8% | -9% | -2% | 7% | 1% | 1% | -1%
COC(=O)c1ccc(NC(=O)CN2CCN(c3ccc(Cl)cc3)CC2)cc1 | -3% | -14% | 0% | -3% | 0% | -8% | -11%
COc1cc(C2c3c(oc4ccccc4c3=O)C(=O)N2Cc2ccc(C)cc2)ccc1O (stereo unspecified) | 4% | -1% | -1% | 5% | -2% | 21% | 2%
O=C(CNC(=O)c1ccc(Cl)cc1)OCc1cc(=O)n2nc(C3CCCCC3)sc2n1 | -5% | -7% | 0% | 12% | 0% | -10% | 2%
COc1cccc(N2CCN(C(=O)C3Cc4ccccc4N3C(C)=O)CC2)c1 (stereo unspecified) | -6% | 1% | -1% | -8% | 1% | -1% | -12%
O=C(NC1CC(=O)N(c2ccccc2)C1)c1ccc(S(=O)(=O)N2CCCCC2)cc1 (stereo unspecified) | -12% | -1% | 2% | -30% | -3% | 3% | 2%
O=C(CN1CCCN(Cc2ccccc2Cl)S1(=O)=O)NCc1ccccc1 | -3% | -5% | -2% | -11% | 2% | 4% | -1%
COc1cc(OC)cc(N2C(=O)CSC23C(=O)Nc2ccccc23)c1 (stereo unspecified) | -4% | -7% | 3% | -12% | -1% | -4% | -3%
